Assay outcomes: PubChem BioAssay, National Center for Advancing Translational Sciences (NCATS)
LDHA inh – inhibitors of human lactate dehydrogenase A. activity change, % (values are at about 110 or 230 µM). purified LDHA, NADH/diaphorase-resazurin fluorescence; hits give low values. AID 1347041. 480,000 compounds, 0.15% hits; in the data active = activity change below about -30%; inconclusive = mostly about -25% to -30%;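 note: plate controls were DMSO wells for no effect and wells without enzyme for full effect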
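Enzyme activity of human lactate dehydrogenase 5 (2 nM; 0.06 mM NADH, 0.2 mM pyruvate, 5 min, RT) is measured via a resazurin/diaphorase fluorescence readout of residual NADH.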
RGS4 inh – blocks human RGS4-accelerated GTP hydrolysis | AID 504845 | P49798 | Transcreener GDP fluorescence polarization, RGS4-accelerated GTP hydrolysis | 390,000 compounds, 0.039% hits | Potency, µM (top dose mostly 114 µM), for inactives: at the top dose activity change, negative = inhibition, most hits filed as inhibitors; note: potency is the fitted concentration of half-maximal effect; % is set by controls: 0 for no effect and ±100 for the full control effect; nearly all actives have a fitted effect of over 75% in size; some results filed as inactive show a strong effect at the top dose
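MLSMR compounds (23 nl, pin-transferred) preincubated 10 min at room temperature with a 500nM (2x) first reagent, then RGS4 at 900nM (2x) plus Transcreener GDP mix added; fluorescence polarization (620/688 nm) read before and after 90 min at 30 °C.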
USP1 inh – blocks the human USP1/UAF1 deubiquitinase complex; O94782; recombinant USP1/UAF1, Ub-Rhodamine cleavage fluorescence; Potency, µM (top dose mostly 57.1 µM), for the others: top-dose activity change, negative = inhibition, most hits filed as inhibitors; 390,000 compounds, 0.23% hits; AID 743255; note: potency is the fitted concentration of half-maximal effect; % is set by controls: 0 for no effect and ±100 for the full control effect; nearly all actives have a fitted effect of over 60% in size; inactives centre near -12
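USP1/UAF1 complex (1 nM) preincubated 15 min at room temperature with compound, then Ub-Rho substrate (150 nM final) added. Kinetic fluorescence at 480/540 nm over 6 reads at 60 s intervals; 50 mM HEPES pH 7.8, 0.5 mM EDTA, 0.1 mg/ml BSA, 1 mM TCEP, 0.01% Tween-20.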
rTrxR1 inhibitor – rat TrxR1 inhibition; recombinant rTrxR1, NADPH fluorescence consumption, selenite substrate; Potency, µM (top dose mostly 114 µM), without a hit: top-dose activity change, negative = inhibition, hits mostly inhibitors; 390,000 compounds, 1% hits; AID 588453; note: potency is the fitted concentration of half-maximal effect; % is set by controls: 0 for no effect and ±100 for the full control effect; nearly all actives have a fitted effect of over 65% in size
Target sequence (O89049 whole entry, looked up): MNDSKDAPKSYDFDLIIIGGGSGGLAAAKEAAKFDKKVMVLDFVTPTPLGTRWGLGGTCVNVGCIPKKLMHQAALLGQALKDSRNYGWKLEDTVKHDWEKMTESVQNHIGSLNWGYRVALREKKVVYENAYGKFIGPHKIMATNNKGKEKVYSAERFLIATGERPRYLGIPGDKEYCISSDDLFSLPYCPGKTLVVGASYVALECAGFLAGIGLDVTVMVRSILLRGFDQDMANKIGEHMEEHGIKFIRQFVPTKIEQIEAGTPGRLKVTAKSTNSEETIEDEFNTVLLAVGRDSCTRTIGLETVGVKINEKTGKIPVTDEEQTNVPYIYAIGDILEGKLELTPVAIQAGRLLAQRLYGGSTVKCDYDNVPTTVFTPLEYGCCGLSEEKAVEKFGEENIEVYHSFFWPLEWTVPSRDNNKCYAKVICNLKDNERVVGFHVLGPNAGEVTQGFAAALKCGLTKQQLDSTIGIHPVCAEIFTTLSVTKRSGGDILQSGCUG
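Rat TrxR1 (90 nM in the dispensed reagent) was pre-reduced with 400 uM NADPH for 5 min at room temperature, then incubated with compound for 15 min. After 400 uM selenite was added, NADPH fluorescence (Ex 340/Em 450 nm) was followed for 8 min.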
TrxR1 substrate – is turned over as a substrate by rat TrxR1; purified TrxR1 substrate turnover, NADPH consumption readout; Potency, µM (series often up to 114 µM), for inactives: at the top dose activity change, negative = substrate turnover; 390,000 compounds, 0.01% hits; note: potency is the fitted concentration of half-maximal effect; % is set by controls: 0 for no effect and ±100 for the full control effect; nearly all actives have a fitted effect of over 50% in size
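Rat TrxR1, dispensed at 90 nM, was prereduced with 400 uM NADPH (final) for 5 min at ~22 deg C, then incubated with compound 15 min before 400 uM selenite. A first-read NADPH fluorescence drop versus no-compound background flagged substrates.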
Glioma ERSR ind – induces the endoplasmic reticulum stress response in human glioma cells; U87-MG GRP78 promoter luciferase reporter, 16 h; Potency, µM, without a hit: at the highest dose activation, actives largely listed as activators; 420,000 compounds, 0.02% hits; AID 602332; note: potency is the fitted concentration of half-maximal effect; series mostly up to about 76 µM; % of control where 0% means no effect; nearly all actives have a fitted effect of over 35% in size
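ERSR induction read as luciferase luminescence (Bright-Glo, 10 min at room temperature) in stably transfected human U87-MG glioma cells exposed to compounds for 16 h, using GRP78 as sensor.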
Vif-APOBEC3G blk – Vif-A3G binding inhibition; Q9HC16; HeLa A3G-eYFP + Vif (tagged APOBEC3G with the HIV-1 protein that degrades it), YFP fluorescence, overnight; Potency, µM (series often up to 46.1 µM), inactives show at the highest dose activity, negative = active, actives largely listed as inhibitors; 410,000 compounds, 0.076% hits; AID 602310;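 note: potency is the fitted concentration of half-maximal effect; % is set by controls: 0 for no effect and ±100 for the full control effect; nearly all actives have a fitted effect of over 60% in size; hits raise eYFP signal because A3G escapes Vif-driven loss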
Target sequence (Q9HC16 whole entry, looked up): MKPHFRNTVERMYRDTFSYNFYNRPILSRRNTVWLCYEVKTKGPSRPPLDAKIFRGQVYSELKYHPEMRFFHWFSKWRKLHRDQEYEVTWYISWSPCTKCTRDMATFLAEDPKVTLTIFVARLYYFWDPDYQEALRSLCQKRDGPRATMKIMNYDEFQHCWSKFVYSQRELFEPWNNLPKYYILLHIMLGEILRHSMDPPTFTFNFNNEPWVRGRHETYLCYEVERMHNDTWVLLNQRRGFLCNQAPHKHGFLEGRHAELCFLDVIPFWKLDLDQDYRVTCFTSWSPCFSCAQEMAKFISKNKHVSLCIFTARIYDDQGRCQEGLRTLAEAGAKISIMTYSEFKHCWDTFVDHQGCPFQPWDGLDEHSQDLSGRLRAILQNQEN
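Read-out is eYFP fluorescence (Ex 488/Em 500-530) from Vif-expressing HeLa A3G-eYFP cells; more signal means A3G escaped Vif-mediated degradation. Cells plated overnight, compound pinned in, incubated overnight at 37 deg C.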
IDH1 R132H inh – human IDH1 R132H inhibition; O75874; IDH1-R132H enzyme, NADPH consumption, diaphorase/resazurin fluorescence; Potency, µM (titrated, usually from 76.6 µM), without a hit: at the top dose activity change, negative = inhibition, most hits filed as inhibitors; 390,000 compounds, 0.093% hits; AID 602179; note: potency is the fitted concentration of half-maximal effect; % is set by controls: 0 for no effect and ±100 for the full control effect; nearly all actives have a fitted effect of over 65% in size
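IDH1-R132H (0.5 ug/mL dispensed) in pH 7.5 Tris buffer was preincubated 30 min with compound, then given a substrate mix of 0.016 mM NADPH and 2 mM alpha-KG for 80 min at room temperature; remaining NADPH was read by diaphorase/resazurin fluorescence.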
Vif-A3F inh – inhibitors of Vif-A3F interaction; HeLa A3F-eYFP + Vif (tagged APOBEC3F with the HIV-1 protein that degrades it), YFP fluorescence increase; Potency, µM (titrated, usually from 46.1 µM), inactives show top-dose activity, negative = active; 390,000 compounds, 0.2% hits; AID 602313; note: potency is the fitted concentration of half-maximal effect; % of control where 0% means no effect; nearly all actives have a fitted effect of over 65% in size
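HeLa cells stably expressing A3F-eYFP plus Vif, plated and incubated overnight at 37 deg C, then exposed to compounds overnight at 37 deg C. Blocked degradation read as raised yellow fluorescence (Ex 488/Em 500-530).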
The depositor's hits bear a star; ? = inconclusive; / = no result given; & = joins results of further samples; [ ] = another dose, or the depositor's remark. Unless noted, calls come from the whole dose curve; as a rule, active = well fitted curve in the direction sought with a large enough effect; inconclusive = small, poorly fitted or top-dose-only effect, or another doubt; inactive = no such curve, though single readings can be large; an effect the other way counts as inactive or inconclusive. The list is partial, so the mix of outcomes need not match the whole.

no.	Structure	LDHA inh	RGS4 inh	USP1 inh	rTrxR1 inhibitor	TrxR1 substrate
1	CCOC(=O)c1[nH]c(C)c(C(=O)OCC(=O)NC(=O)NC(C)(C)C)c1C	-6	-11%	-20%	29%	6%
2	C=CCNc1nc2c(c(=O)n(C)c(=O)n2C)n1Cc1ccc(F)cc1	-3&1	8%	-9%	19%	-4%
3	COc1ccc(S(=O)(=O)NCC2CCCN(C(=O)CSC)C2)cc1 (stereo not drawn)	-1	23%	-23%	20%	3%
4	Cc1cccc(C(C)n2nnc3ccccc32)c1O (stereo not drawn)	-1	-16%	-21%	13%[57.1 µM]	2%[57.1 µM]
5	O=C(Cn1cc(C(F)(F)F)ccc1=O)N/N=C/c1ccc(O)cc1	-1	-7%[11.4 µM]	-7%	3%	-1%
6	Cc1ccc(/C=N/NC(=O)c2cc(C3CC3)nc3ccccc23)o1	-2	-20%	-12%	10%[57.1 µM]	8%[57.1 µM]
7	O=C(NCc1ccco1)c1cc([N+](=O)[O-])ccc1Cl	-5	-8%	-22%	18%[57.1 µM]	10%[57.1 µM]
8	COc1cccc(/C=C2\SC(=S)N(NS(=O)(=O)c3ccccc3)C2=O)c1OC	-9	-3%	-27%	-1%	-6%

no.	Glioma ERSR ind	Vif-APOBEC3G blk	IDH1 R132H inh	Vif-A3F inh
1	-1%	-3%	-1%	1%
2	-3%	3%	1%	4%
3	-4%	0%	0%	0%
4	-1%	4%	-7%	6%
5	-2%	-2%	-5%	0%
6	-5%	?	-3%	-4%
7	-5%	1%	5%	12%
8	2%	0%	-2%	-2%

Quoted from the listing:
CCOC(=O)c1[nH]c(C)c(C(=O)OCC(=O)NC(=O)NC(C)(C)C)c1C in Vif-APOBEC3G blk is listed with -3%
O=C(NCc1ccco1)c1cc([N+](=O)[O-])ccc1Cl in Vif-A3F inh is listed with 12%

(list continues)
no.	Structure	LDHA inh	RGS4 inh	USP1 inh	rTrxR1 inhibitor	TrxR1 substrate
9	CS(=O)(=O)c1ccc(Cl)c(NC(=O)COC(=O)c2ccc(S(=O)(=O)N3CCCC3)cc2)c1	-6	11%	-15%	8%[57.1 µM]	7%
10	Cc1cccc(-c2cc3nc(C)cc(NCCCn4ccnc4)n3n2)c1	-8	-9%[11.4 µM]	-31%	-1%[11.4 µM]	22%[57.1 µM]
11	COc1cccc(CN(C)C(=O)CCNC(=O)c2ccco2)c1	-1	-3%	-20%	22%	3%
12	CCCCCCCCNC(=O)/C(C#N)=C/c1ccc2c(c1)OCCO2	-2	26%	-12%	27%	-1%
13	COc1cccc(N2CCN(C(=O)c3cccc(S(=O)(=O)N4CCCC4)c3)CC2)c1	-6	/	-29%	/	/
14	COC(=O)c1c(-c2ccc(Cl)cc2)noc1N1CCN(c2ccc(F)cc2)CC1	-12	9%	-11%	14%[57.1 µM]	2%[57.1 µM]
15	O=C(Nc1ccc(F)c(Cl)c1)N1CCCC1	-16	25%	-2%	16%[57.1 µM]	5%[57.1 µM]
16	O=C(O)c1cc(S(=O)(=O)NCc2ccco2)c(Cl)cc1Cl	-2	-35%	-1%	-24%	-10%

no.	Glioma ERSR ind	Vif-APOBEC3G blk	IDH1 R132H inh	Vif-A3F inh
9	-5%	0%	0%	3%
10	0%	-9%	9%	-11%
11	-2%	1%	2%	1%
12	-2%	2%	-4%	1%
13	-6%	-18%	-6%	-8%
14	-4%	-4%	3%	0%
15	2%	6%	9%	5%
16	-3%	0%	14%	8%

Molecules listed so far containing four or more nitrogen atoms:
no.	Structure	LDHA inh	RGS4 inh	USP1 inh	rTrxR1 inhibitor	TrxR1 substrate
2	C=CCNc1nc2c(c(=O)n(C)c(=O)n2C)n1Cc1ccc(F)cc1	-3&1	8%	-9%	19%	-4%
10	Cc1cccc(-c2cc3nc(C)cc(NCCCn4ccnc4)n3n2)c1	-8	-9%[11.4 µM]	-31%	-1%[11.4 µM]	22%[57.1 µM]

no.	Glioma ERSR ind	Vif-APOBEC3G blk	IDH1 R132H inh	Vif-A3F inh
2	-3%	3%	1%	4%
10	0%	-9%	9%	-11%

(continued)
no.	Structure	LDHA inh	RGS4 inh	USP1 inh	rTrxR1 inhibitor	TrxR1 substrate
17	CCOC(=O)COc1nc(-c2ccccc2)cc(-c2ccco2)c1C#N	6	-20%	-5%	25%[57.1 µM]	34%[activator][57.1 µM]
18	Cc1cccc(NC(=O)c2cnc3sc(N4CCCC4)nn3c2=O)c1C	1	-1%	?	14%[57.1 µM]	3%[57.1 µM]
19	COc1ccc(-c2cc(=O)oc3c(C)c(OCC(=O)N[C@@H](Cc4ccc(O)cc4)C(=O)O)ccc23)cc1	-5	-26%	-24%	-12%	-10%
20	Cn1nnc(NC(=O)c2ccc([N+](=O)[O-])cc2Cl)n1	-3	-36%	-2%	19%[57.1 µM]	4%[57.1 µM]
21	COc1ccc(-c2nnc(SCC(=O)Nc3ccccc3)n2C)cc1	3	0%	-6%	12%[57.1 µM]	-2%[57.1 µM]
22	COC(=O)c1ccccc1NC(=O)C1=C(C)C(=O)OC12CCC(C)CC2 (stereo not drawn)	-10	-18%	-22%	25%	-2%
23	CCOC(=O)c1cc2occc2n1CC(=O)NC1CCCCC1C (stereo not drawn)	2	12%	-11%	-20%[57.1 µM]	1%[57.1 µM]
24	CC(C)(C)CN1CCNC(=O)C1CC(=O)NCCN1CCCc2ccccc21 (stereo not drawn)	16	-8%	-14%	-6%	-1%
25	CC(C)(CNc1ccc(S(=O)(=O)C(F)(F)F)cc1[N+](=O)[O-])N1CCOCC1	1	33%	-10%	-5%	-9%
26	COc1ccc(/C=N/c2oc(-c3ccccc3)cc2C#N)cc1	0	-31%	-6%	-6%[57.1 µM]	3%[57.1 µM]
27	Cc1cccc(NC(=O)c2cccc(NS(=O)(=O)c3ccc(Cl)cc3)c2)c1	-7	-25%	-13%	20%[57.1 µM]	7%[57.1 µM]

no.	Glioma ERSR ind	Vif-APOBEC3G blk	IDH1 R132H inh	Vif-A3F inh
17	0%	-4%	5%	-26%
18	-2%	3%	17%	0%
19	-6%	0%	-12%	4%
20	0%	1%	-7%	-5%
21	-1%	-5%	3%	-10%
22	/	/	/	/
23	-2%	-3%	3%	-7%
24	-3%	2%	-7%	11%
25	-3%	1%	-17%	-2%
26	6%	-5%	0%	-7%
27	-1%	-9%	-5%	-11%

Four compounds from above, arranged by heavy-atom count, falling.
no.	Structure	LDHA inh	RGS4 inh	USP1 inh	rTrxR1 inhibitor	TrxR1 substrate
10	Cc1cccc(-c2cc3nc(C)cc(NCCCn4ccnc4)n3n2)c1	-8	-9%[11.4 µM]	-31%	-1%[11.4 µM]	22%[57.1 µM]
12	CCCCCCCCNC(=O)/C(C#N)=C/c1ccc2c(c1)OCCO2	-2	26%	-12%	27%	-1%
5	O=C(Cn1cc(C(F)(F)F)ccc1=O)N/N=C/c1ccc(O)cc1	-1	-7%[11.4 µM]	-7%	3%	-1%
20	Cn1nnc(NC(=O)c2ccc([N+](=O)[O-])cc2Cl)n1	-3	-36%	-2%	19%[57.1 µM]	4%[57.1 µM]

no.	Glioma ERSR ind	Vif-APOBEC3G blk	IDH1 R132H inh	Vif-A3F inh
10	0%	-9%	9%	-11%
12	-2%	2%	-4%	1%
5	-2%	-2%	-5%	0%
20	0%	1%	-7%	-5%
